Source: PubChem (several laboratories)
MrgX1 agonist = activates human MrgX1 receptor signaling. B-score at 10 µM. hit rate 0.44% among 310,000. AID 588627. MrgX1-HEK293 cells, Fluo-4 calcium fluorescence, agonist mode; hits give high values;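 active = calcium response B-score plate-corrected fluorescence ratio at least 3 library SD, with starting fluorescence B-score inside 5 SD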
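System: HEK293 cells stably expressing human MrgX1 receptor; Dosing: test compound in the initial addition of three; Schedule: overnight plating, then 30 min 37 °C plus 30 min room-temperature dye loading; Detection: kinetic calcium dye fluorescence, Fluo-4 NW; Controls: per-plate positive and negative controls for Z′ factor.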
TRPC4 inh = TRPC4 (mouse) channel inhibition | Q9QUQ5 | HEK293 TRPC4beta/mu-opioid, DAMGO-evoked Fluo4 calcium flux; hits give low values | hit rate 0.39% among 300,000 | AID 2247 | B-score at 10 µM;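 active = B-score over 3 SD under the library average, no early fluorescence shift, positive overall ratio signal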
Target sequence (Q9QUQ5 whole entry, looked up): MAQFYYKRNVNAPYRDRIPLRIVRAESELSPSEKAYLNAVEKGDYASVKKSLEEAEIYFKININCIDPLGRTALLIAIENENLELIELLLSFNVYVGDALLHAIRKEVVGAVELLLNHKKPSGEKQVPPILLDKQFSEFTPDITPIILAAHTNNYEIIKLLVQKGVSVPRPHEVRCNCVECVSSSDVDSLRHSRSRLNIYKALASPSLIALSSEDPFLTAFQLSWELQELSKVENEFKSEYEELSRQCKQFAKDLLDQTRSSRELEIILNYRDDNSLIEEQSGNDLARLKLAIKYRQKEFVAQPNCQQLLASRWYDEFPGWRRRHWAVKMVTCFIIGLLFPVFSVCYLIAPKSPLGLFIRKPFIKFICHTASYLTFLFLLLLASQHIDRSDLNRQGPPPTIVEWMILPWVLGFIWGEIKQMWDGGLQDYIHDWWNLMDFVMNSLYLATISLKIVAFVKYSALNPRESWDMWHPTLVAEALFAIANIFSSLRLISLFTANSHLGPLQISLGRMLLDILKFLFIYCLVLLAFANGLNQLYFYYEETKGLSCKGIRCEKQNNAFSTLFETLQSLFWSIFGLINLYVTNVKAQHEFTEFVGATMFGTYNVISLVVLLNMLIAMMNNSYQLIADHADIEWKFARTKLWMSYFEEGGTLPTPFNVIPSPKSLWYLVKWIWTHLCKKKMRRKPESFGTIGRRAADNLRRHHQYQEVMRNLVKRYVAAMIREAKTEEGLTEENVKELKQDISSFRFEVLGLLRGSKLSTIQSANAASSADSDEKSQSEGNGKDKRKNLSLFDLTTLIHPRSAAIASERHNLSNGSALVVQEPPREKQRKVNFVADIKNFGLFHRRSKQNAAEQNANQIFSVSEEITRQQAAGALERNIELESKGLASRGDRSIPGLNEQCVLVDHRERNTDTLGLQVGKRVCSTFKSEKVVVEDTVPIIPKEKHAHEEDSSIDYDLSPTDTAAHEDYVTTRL
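Material: HEK293 cells with stable TRPC4beta plus mu-opioid receptor expression / Probe or stimulus: DAMGO in two steps, submaximal then maximal / Compound: single concentration per test compound / Technique: kinetic Fluo4 fluorescence imaging of calcium influx / Read-out: per-well B score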
TRPC6 act = mouse TRPC6 channel activation | hit rate 0.13% among 310,000 | HEK293-TRPC6 membrane potential dye fluorescence; hits give high values | Q61143 | B-score at 10 µM | AID 2550;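 active = B-score of the integrated fluorescence ratio above library mean plus 3 SD, and starting fluorescence ratio within library mean plus 5 SD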;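 note: higher score means more depolarization so channel activation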
HIF activator = HIF pathway transcriptional activation; activation, % at 7.5 µM (by protocol); AID 1910; hit rate 0.32% among 300,000; U2OS HRE-luciferase reporter, luminescence; normalized: DMSO 0%, desferrioxamine 100%;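 active = mean activation of at least 10% of the iron chelator positive control signal, with at least half of replicates also reaching 10%; inconclusive = mean and replicate majority disagree about reaching 10%; inactive = mean and most replicates under 10%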
SKKanGAS inh = blocks kanamycin growth of S. pyogenes SKKanGAS strain; inhibition, % at 7.5 µM; hit rate 1.3% among 300,000; BacTiter-Glo, 6 h;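 active = mean replicate score, as percent of positive control median, at least 50; inconclusive = mean below 50 but one replicate at or above 50; inactive = mean and every replicate below 50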;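 note: strain carries kanamycin resistance gene driven by streptokinase promoter and grows in 40 µg/ml kanamycin; loss of luminescence reflects streptokinase promoter inhibition or plain growth inhibition; 0% = median of DMSO wells and 100% = positive control at its reference dose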
TRPC6 inhibitor = mouse TRPC6 channel inhibition. Q61143. HEK293-TRPC6, membrane potential dye, ACh-evoked depolarization; hits give low values. B-score at 10 µM. hit rate 1.1% among 310,000;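 active = B-score under library mean minus 3 SD, initial fluorescence not abnormally high, positive integrated signal ratio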;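 note: B-score derived from integrated fluorescence ratio over the kinetic read; more negative B-score means stronger inhibition of depolarization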
MrgX1 allo act = allosterically activates human MrgX1 receptor signaling. Q96LB2. MrgX1-HEK293, Fluo-4 calcium flux, FDSS; hits give high values. B-score at 10 µM. hit rate 0.63% among 310,000;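 active = plate-corrected calcium response at least 3 library SD above typical, normal starting fluorescence, not activating the receptor alone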;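 note: compound read alongside a low EC10 to EC30 dose of BAM8-22 agonist; peak minus trough fluorescence over baseline measured at the second addition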
RGS4 act = potentiators or activators of RGS4. HEK293 M3R/inducible RGS4, carbachol calcium flux Fluo4; hits give low values. B-score at 10 µM. hit rate 0.92% among 310,000. AID 463111;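 active = B-score of the integrated calcium signal more than 4 SD below the library mean, with starting fluorescence not abnormally high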;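 note: negative B-score means reduced calcium response which marks RGS4 activation or potentiation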
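Reagent: ECmax carbachol challenge; Test system: M3R-expressing HEK293 line, RGS4 induced by doxycycline; Schedule: overnight RGS4 induction, 30 min dye load 37 °C, 20 min compound RT; Detection: calcium dye Fluo4 fluorescence; Read-out: Agonist-evoked peak-minus-minimum fluorescence over baseline, integrated ratio, B score.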
MrgX1 antagonist = blocks BAM8-22 activation of human MrgX1 receptor | MRGX1-HEK293 calcium flux, Fluo-4, BAM8-22 antagonism; hits give low values | B-score at 10 µM | Q96LB2 | hit rate 1.3% among 310,000 | AID 588676;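 active = calcium-response B-score plate-corrected more than 3 library SD below zero, starting fluorescence within 5 deviations, no agonist response on first addition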;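 note: peak minus trough fluorescence over baseline after final BAM8-22 challenge near maximal dose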
Platelet DG rel = platelet dense granule release activity. human platelet-rich plasma, SFLLRN dense granule ATP release, luminescence. inhibition, %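 (compounds screened at 7.5 µM in platelet-rich plasma)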. hit rate 0.22% among 300,000. AID 1663;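 active = mean replicate score, as percent of positive control, at or above 50; inconclusive = mean below 50 but at least one replicate at or above 50; inactive = mean and every replicate below 50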
RGS4 block = human RGS4 inhibition | AID 463165 | P49798 | B-score at 10 µM | HEK293 M3R/RGS4 inducible, Fluo-4 calcium flux; hits give high values; triggered by carbachol at its EC20 | hit rate 0.45% among 310,000;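 active = B-score, a plate-corrected calcium signal, over three deviations above library mean, with baseline fluorescence within five deviations of library mean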;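 note: RGS4 expression induced by doxycycline in cells with stable M3 receptor; B-score is computed from the integrated fluorescence ratio over baseline after carbachol; higher B-score means a larger calcium signal and so more RGS4 inhibition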
The depositor's hits bear a star; i = inactive; u = inconclusive; x = not tested or not shown.

SMILES	MrgX1 agonist	TRPC4 inh	TRPC6 act	HIF activator	SKKanGAS inh	TRPC6 inhibitor	MrgX1 allo act	RGS4 act	MrgX1 antagonist	Platelet DG rel	RGS4 block
COc1ccc(N2C(=O)CCC(C(=O)Nc3cccc(C)n3)C2c2ccc(OC)c(OC)c2)cc1 (configuration not stated)	i	i	i	-0.2	-22.7	i	i	i	i	-0.7	i
O=C(Nc1nc2c(s1)CCCC2)C1COc2ccccc2O1 (configuration not stated)	i	i	i	-1.7	-3.2	i	i	i	i	0.7	i
CCCCC[C@H]1CN(Cc2ccccc2)C(=O)[C@@H]1CC(=O)NCc1ccc(OC)cc1	i	i	i	-2.2	2.0	i	i	i	i	2.3	i
O=C1NC(Cc2c[nH]c3ccccc23)C(=O)N1Cc1ccc(CN2C(=O)NC(Cc3c[nH]c4ccccc34)C2=O)cc1 (configuration not stated)	i	i	i	-0.1	-10.4	-5.33*	i	i	i	-11.2	i
CC(=O)CCn1cnc([N+](=O)[O-])n1	i	i	i	-0.5	10.5	i	i	i	i	0.7	i
Cc1ccccc1-n1c(-c2ccoc2C)n[nH]c1=S	i	i	i	0.3	-10.0	i	i	i	i	3.9	i
Cc1c(C)c2ccc(OCC(=O)N3CC[C@@]4(O)CCCC[C@H]4C3)c(C)c2oc1=O	i	i	i	-0.1	-6.7	i	i	i	i	-3.8	i
CC(=O)Nc1ccc(C(=O)NN2C(=O)c3ccccc3C2=O)cc1	i	i	i	-0.1	-3.1	i	i	i	i	23.3	i
O=C1NCCCc2c1oc1cc(Br)c(O)c(Br)c21	i	i	i	0.6	-1.7	i	i	i	i	-7.8	i
COc1ccc(/C=C/C(=O)NCC(=O)N/N=C/c2cccs2)cc1	i	i	i	-0.8	1.9	i	i	i	i	1.3	i
CC(=O)C(Cc1ccc(Cl)nc1)(Cc1ccc(Cl)nc1)C(C)=O	i	i	i	0.0	0.9	i	i	i	i	-0.2	i
COc1ccc(-c2cc(C(=O)N/N=C/c3cccnc3)c3ccccc3n2)cc1	i	i	i	x	x	i	i	i	i	x	i
N#CC1=C(N)NC(SCC(=O)Nc2ccccc2)=C(C#N)C12CCCCC2	i	i	i	-0.3	0.1	i	i	i	i	x	i
CC(=O)c1cc(-c2ccc(F)cc2)n(CCC(=O)Nc2cc(C)[nH]n2)c1C	i	i	i	-0.3	4.6	i	i	i	i	-11.1	i
COC(=O)[C@H](Cc1ccccc1)[C@@H](C)OS(N)(=O)=O	i	i	i	0.2	-4.5	i	i	i	i	-0.3	i
O=C(NC(=S)Nc1ccc(-c2ccc(CO)o2)cc1)c1cccs1	i	i	i	4.2	x	i	i	i	i	6.7	i
Cc1ccc(NC(=O)CNc2cccc(S(=O)(=O)N3CCCC3)c2)cc1F	i	i	i	-0.6	4.4	i	i	i	i	-9.1	i
CN1C(=O)C(C)(C)c2cc(S(=O)(=O)NCC3CCC(C(=O)NC4CCCCC4)CC3)ccc21 (configuration not stated)	i	i	i	-0.6	31.0	i	i	i	i	-3.9	i
CCOc1ccc(OCC)c(NC(=O)C2CCCN2S(=O)(=O)c2cccc3cccnc23)c1 (configuration not stated)	i	i	i	x	0.9	i	i	i	i	4.1	i
CC(=O)c1cccc(NC(=O)NN2CCN(C)CC2)c1	i	i	i	-0.5	26.3	i	i	i	i	4.6	i
Cc1nc2cc(-c3ccccc3)sc2c(=O)n1N	i	i	i	u	63.0*	i	i	i	i	89.7*	i
Nc1c2c(nc3ccccc13)CCC2	i	-5*	i	0.1	-6.0	-6.99*	i	i	i	1.1	i
Cc1noc(C(=O)N2CC3(C)CC2CC(C)(C)C3)c1Cl (configuration not stated)	i	i	i	-0.5	-3.4	i	i	i	i	8.8	i
COC(=O)c1cc(CNC(=O)c2ccccc2Cl)ccc1OC	i	i	i	0.0	0.8	i	i	i	i	-6.4	i
Cc1ccc(N2C(=O)C3CCCN3C2=S)cc1Cl (configuration not stated)	i	i	i	0.7	-3.3	i	i	i	i	-3.6	i
O=C1CCCC2=C1C(c1ccccc1)NC(=S)N2 (configuration not stated)	i	i	i	0.0	-17.4	i	i	i	i	-4.6	i
COc1ccc(NC(=O)C(NC(C)=O)C(=O)NCc2ccccc2Cl)cc1 (configuration not stated)	i	i	i	0.1	13.8	i	i	i	i	6.5	i
CC(=O)C(Sc1nc(N2CCOCC2)nc(N2CCOCC2)n1)C(=O)Nc1ccccc1 (configuration not stated)	i	i	i	-10.3	3.0	i	i	i	i	0.1	i
CCOc1ccc(C2CC(c3cccc(OC)c3)n3nc(N)nc3N2)cc1 (configuration not stated)	i	i	i	-0.1	-2.9	i	i	i	i	11.5	i
COc1ccc(C2CC(=O)Oc3cc(O)cc(O)c32)cc1 (configuration not stated)	i	i	i	0.0	2.7	i	i	i	i	-6.1	i
O=C(O)c1ccc(OCCOc2ccccc2)cc1	i	i	i	-1.3	-6.7	i	i	i	i	-14.3	i
Fc1ccccc1CNCCC(Cc1ccccc1)c1ccc2c(c1)OCO2 (configuration not stated)	i	-8*	i	-0.2	-12.5	-6.28*	i	i	i	-10.2	i
COc1ccccc1OCCCC(=O)Nc1ccc2c(c1)OCCO2	i	i	i	1.4	-0.7	i	i	i	i	-6.6	i
CC(CC(=O)Nc1ccc(C(N)=O)cc1)c1ccccc1 (configuration not stated)	i	i	i	-0.1	-9.9	i	i	i	i	-6.5	i
CCCc1ccc(C(C)NC(=S)NC2CCCCC2)cc1 (configuration not stated)	i	i	i	-0.7	48.1	i	i	i	i	4.6	i
C=CCc1cccc2cc(C(=O)O)c(=O)oc12	i	i	i	0.2	8.8	i	i	i	i	-1.3	i
Cc1cc(C)nc(N2CCCC(C(=O)NNC(=O)c3ccncc3)C2)n1 (configuration not stated)	i	i	i	-0.1	-15.5	i	i	i	i	-4.5	i
COc1ccc(OC)c(/C=C/C(=O)OCC(=O)Nc2cccc(Oc3ccccc3)c2)c1	i	i	i	0.1	-3.1	i	i	i	i	2.0	i
Cc1ccccc1C(=O)N=c1ccn(-c2nc3ccccc3nc2NS(=O)(=O)c2ccccc2)cc1	i	i	i	0.0	9.0	i	i	i	i	0.5	i
CC(C)(C)CN1CCC(Oc2cccc(C(=O)N3CCNC(=O)C3(C)C)c2)CC1	i	i	i	-0.4	2.4	i	i	i	i	-14.5	i
COc1ccccc1CNC(=O)c1ccc(CS(=O)Cc2cccc(Cl)c2)o1 (configuration not stated)	i	i	i	-0.3	0.0	i	i	i	i	-4.9	i
S=C(Nc1ccc(Br)cc1)N1CCCC1	i	i	i	0.2	-6.9	i	i	i	i	-3.0	i
Cc1ccc(OCC(=O)NCc2cccs2)cc1	i	i	i	0.7	-2.9	i	i	i	i	13.4	i
CS(=O)(=O)c1ccc2nc(NC(=O)c3ccccc3)sc2c1	i	i	i	1.8	6.2	i	i	i	i	33.1	i
O=C1Nc2ccccc2C1(O)C/C(=N/O)c1ccccc1 (configuration not stated)	i	i	i	0.8	3.7	i	i	i	-7.52*	0.3	i
COc1ccc(Cl)cc1N(CC(=O)N/N=C/c1ccc(OC(C)C)cc1)S(=O)(=O)c1ccc(C)c([N+](=O)[O-])c1	i	i	i	-0.2	16.4	i	i	i	i	-11.9	i
COC(=O)CSc1nnc(CCc2ccccc2)n1C	i	i	i	-24.8	-0.3	i	i	i	i	-21.5	i
Cc1cccc(-n2c(=O)c3c(n4cnnc24)-c2ccccc2CC32CCCCC2)c1	i	i	i	-0.6	0.2	i	i	i	i	-6.8	i
COc1cccc(OCc2cc(C(=O)N3CCN(C(=O)c4ccco4)CC3)no2)c1	i	i	i	2.9	-4.6	i	i	i	i	2.6	i
COc1ccc(-c2cc(C(=O)N3CCN(c4ccc(F)cc4)CC3)no2)cc1OC	i	i	i	-0.1	7.5	i	i	i	i	-1.4	i
O=C1C2=C(SCCS2)C(=O)N1CCCO	i	i	i	1.5	-3.4	i	i	i	i	6.7	i
Cc1nc2cc(-c3sccc3-n3cccc3)nn2c(C)c1C	i	i	i	0.5	7.8	i	i	i	i	-2.1	i
O=C(Cn1cc(C(=O)C2CCCCC2)c2ccccc21)NCC1CCCO1 (configuration not stated)	i	i	i	1.0	-9.1	i	i	i	i	-11.2	i
CC(=O)N(C1=C(Cl)C(=O)c2ccccc2C1=O)c1ccc(C(=O)O)cc1	i	i	i	-1.3	15.5	i	i	i	-18.7*	-2.1	i
Cn1c2ccccc2c2cc(C(=O)NNS(=O)(=O)c3ccc(F)cc3)sc21	i	i	i	0.2	16.8	i	i	i	i	-4.3	i
CN(C(=O)COC(=O)CN1C(=O)C2CC=CCC2C1=O)c1ccccc1 (configuration not stated)	i	i	i	-0.6	-0.5	i	i	i	i	3.9	i
Cc1nc(-c2cccc(S(=O)(=O)N3CCCCCC3)c2)cs1	i	i	i	-0.1	-8.9	i	i	i	i	-1.4	i
COCc1cc(C)n(CC(=O)NCC2CCCO2)c(=O)c1C#N (configuration not stated)	i	i	i	0.1	2.9	i	i	i	i	17.4	i
CSc1ccc(NC(=O)NCc2cccnc2)cc1	i	i	i	1.0	5.1	i	i	i	i	3.1	i
CN(C)S(=O)(=O)CC12CCC(CC1=O)C2(C)C (configuration not stated)	i	i	i	0.1	-1.2	i	i	i	i	-2.6	i

More entries
SMILES	MrgX1 agonist	TRPC4 inh	TRPC6 act	HIF activator	SKKanGAS inh	TRPC6 inhibitor	MrgX1 allo act	RGS4 act	MrgX1 antagonist	Platelet DG rel	RGS4 block
O=C(Nc1cccc(O)c1)c1c(O)c2ccccc2[nH]c1=O	i	i	i	4.3	0.0	i	i	i	i	10.1	i
COc1ccc(Nc2nnc(-c3ccc(O)cc3)c3ccccc23)cc1	i	i	i	0.9	-4.5	i	i	-9.3*	-8.39*	9.3	i
COc1cccc(NC(=S)NC2CC(C)(C)NC(C)(C)C2)c1	i	i	i	-1.1	2.9	i	i	i	i	1.8	i
COc1ccccc1N1CCN(CC(=O)c2c(N)n(C)c(=O)n(C)c2=O)CC1	i	i	i	0.1	11.7	i	i	i	i	1.4	i
COc1ccc([C@@H]2[C@H]3CN(C(C)=O)CC=C3C(C#N)=C(N)C2(C#N)C#N)c2ccccc12	x	i	i	-0.3	11.1	i	x	i	x	-12.3	i

Compounds were not picked by outcome; 6.1% or so of the library scored in one or more.
